LDHA block = qHTS assay for inhibitors of human lactate dehydrogenase; L-lactate dehydrogenase A chain (Homo sapiens), P00338; purified LDHA, NADH/diaphorase-resazurin fluorescence; hits give low values; activity change, % (values are at about 110 or 230 µM); 480,000 compounds, 0.15% hits; AID 1347041, 2019; in the data active means activity change below about -30%; inconclusive means mostly about -25% to -30%;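 further: plate controls were DMSO wells for no effect and wells without enzyme for full effect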
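LDH5 2 nM; NADH 0.06 mM, pyruvate 0.2 mM; 200 mM Tris pH 7.4, EDTA, Tween-20; 5 min RT. Detection: diaphorase 0.133 mg/mL + resazurin 37 µM, fluorescence ex540/em590 at 0 and 20 min; normalized to enzyme-free and DMSO wells.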
RGS4 inhibitor = Inhibitors of Regulator of G Protein Signaling (RGS) 4: qHTS | Regulator of G-protein signaling 4 (Homo sapiens), P49798 | Transcreener GDP fluorescence polarization, RGS4-accelerated GTP hydrolysis | Potency, µM (doses to about 114 µM), without a hit: top-dose activity change, negative = inhibition, hits mostly inhibitors | 390,000 compounds, 0.039% hits; further: potency means the concentration at half of the fitted maximal effect; on the % scale 0 is the no-effect control and ±100 the full control effect; nearly all actives have a fitted effect of over 75% in size; some results filed as inactive show a strong effect at the top dose
Target sequence (P49798 whole entry, looked up): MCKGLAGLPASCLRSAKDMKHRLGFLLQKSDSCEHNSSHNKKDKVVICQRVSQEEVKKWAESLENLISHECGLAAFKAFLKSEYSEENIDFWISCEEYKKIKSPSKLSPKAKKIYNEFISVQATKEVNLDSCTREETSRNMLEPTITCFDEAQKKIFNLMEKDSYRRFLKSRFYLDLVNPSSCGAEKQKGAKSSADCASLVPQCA
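MLSMR compounds (23 nl, pin-transferred) preincubated 10 min at room temperature with a 500nM (2x) first reagent, then RGS4 at 900nM (2x) plus Transcreener GDP mix added; fluorescence polarization (620/688 nm) read before and after 90 min at 30 °C.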
TrxR1 substrate = qHTS Assay for Substrates of Mammalian Selenoprotein Thioredoxin Reductase 1 (TrxR1): qHTS. Thioredoxin reductase 1, cytoplasmic (Rattus norvegicus), O89049. purified TrxR1 substrate turnover, NADPH consumption readout. Potency, µM (series often up to 114 µM), inactives show at the top dose activity change, negative = substrate turnover. 390,000 compounds, 0.01% hits. AID 588456, 2011; further: potency means the concentration at half of the fitted maximal effect; on the % scale 0 is the no-effect control and ±100 the full control effect; nearly all actives have a fitted effect of over 50% in size
Target sequence (O89049 whole entry, looked up): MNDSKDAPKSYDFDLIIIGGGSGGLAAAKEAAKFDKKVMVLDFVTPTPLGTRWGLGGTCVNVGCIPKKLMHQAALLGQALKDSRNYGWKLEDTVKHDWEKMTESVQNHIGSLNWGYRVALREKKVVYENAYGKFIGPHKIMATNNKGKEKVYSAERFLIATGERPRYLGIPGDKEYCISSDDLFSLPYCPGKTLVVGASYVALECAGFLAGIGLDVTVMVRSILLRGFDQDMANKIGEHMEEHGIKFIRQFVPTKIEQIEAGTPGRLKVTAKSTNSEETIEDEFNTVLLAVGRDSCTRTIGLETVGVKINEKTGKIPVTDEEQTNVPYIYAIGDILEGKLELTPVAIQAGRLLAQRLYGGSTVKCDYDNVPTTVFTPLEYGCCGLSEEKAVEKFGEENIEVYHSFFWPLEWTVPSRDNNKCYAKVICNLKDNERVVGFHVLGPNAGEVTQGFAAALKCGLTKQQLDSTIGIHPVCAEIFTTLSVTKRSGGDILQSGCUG
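Rat TrxR1, dispensed at 90 nM, was prereduced with 400 uM NADPH (final) for 5 min at ~22 deg C, then incubated with compound 15 min before 400 uM selenite. A first-read NADPH fluorescence drop versus no-compound background flagged substrates.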
TrxR1 inh = qHTS Assay for Inhibitors of Mammalian Selenoprotein Thioredoxin Reductase 1 (TrxR1): qHTS; Thioredoxin reductase 1, cytoplasmic (Rattus norvegicus), O89049; recombinant rTrxR1, NADPH fluorescence consumption, selenite substrate; Potency, µM (titrated, usually from 114 µM), for the others: top-dose activity change, negative = inhibition, usual class: inhibitors; 390,000 compounds, 1% hits; further: potency means the concentration at half of the fitted maximal effect; on the % scale 0 is the no-effect control and ±100 the full control effect; nearly all actives have a fitted effect of over 65% in size
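Rat TrxR1 (90 nM in the dispensed reagent) was pre-reduced with 400 uM NADPH for 5 min at room temperature, then incubated with compound for 15 min. After 400 uM selenite was added, NADPH fluorescence (Ex 340/Em 450 nm) was followed for 8 min.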
Vif-A3F inh = qHTS for Inhibitors of Vif-A3F Interactions: qHTS. 390,000 compounds, 0.2% hits. Potency, µM (titrated, usually from 46.1 µM), for the others: at the highest dose activity, negative = active. AID 602313, 2012. HeLa A3F-eYFP + Vif (tagged APOBEC3F with the HIV-1 protein that degrades it), YFP fluorescence increase; further: potency means the concentration at half of the fitted maximal effect; % of control where 0% means no effect; nearly all actives have a fitted effect of over 65% in size
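Fluorescence increase (Ex 488/Em 500-530) after overnight compound treatment at 37 deg C flags inhibition of Vif-driven A3F-eYFP loss in stable HeLa A3F-eYFP/Vif cells seeded overnight beforehand.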
USP1 inh = Inhibitors of USP1/UAF1: Primary Screen. Ubiquitin carboxyl-terminal hydrolase 1 (Homo sapiens), O94782. recombinant USP1/UAF1, Ub-Rhodamine cleavage fluorescence. Potency, µM (series often up to 57.1 µM), for the others: top-dose activity change, negative = inhibition, hits mostly inhibitors. 390,000 compounds, 0.23% hits. AID 743255, 2014; further: potency means the concentration at half of the fitted maximal effect; on the % scale 0 is the no-effect control and ±100 the full control effect; nearly all actives have a fitted effect of over 60% in size; inactives centre near -12
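USP1/UAF1 complex at 1 nM was preincubated with compound for 15 min at room temperature, then Ub-Rho substrate (150nM final) was added. Fluorescence (480/540 nm) was read kinetically, 6 reads every 60 seconds.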
IDH1 R132H inh = qHTS for Inhibitors of mutant isocitrate dehydrogenase 1 (IDH1): qHTS | Isocitrate dehydrogenase [NADP] cytoplasmic (Homo sapiens), O75874 | IDH1-R132H enzyme, NADPH consumption, diaphorase/resazurin fluorescence | Potency, µM (doses to about 76.6 µM), for the others: at the top dose activity change, negative = inhibition, hits mostly inhibitors | 390,000 compounds, 0.093% hits; further: potency means the concentration at half of the fitted maximal effect; on the % scale 0 is the no-effect control and ±100 the full control effect; nearly all actives have a fitted effect of over 65% in size
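IDH1-R132H (0.5 ug/mL) preincubated 30 min with compound, then NADPH (0.016 mM) and alpha-KG (2 mM) added; 80 min at RT, pH 7.5. Remaining NADPH coupled via diaphorase/resazurin to fluorescence (540/590 nm); concentration-response curves normalized to no-enzyme control.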
Glioma ERSR ind = qHTS for Inducers of the Endoplasmic Reticulum Stress Response (ERSR) in Human Glioma: qHTS; U87-MG GRP78 promoter luciferase reporter, 16 h; Potency, µM, for inactives: at the top dose activation, most hits filed as activators; 420,000 compounds, 0.02% hits; AID 602332, 2012; further: potency means the concentration at half of the fitted maximal effect; series mostly up to about 76 µM; % of control where 0% means no effect; nearly all actives have a fitted effect of over 35% in size
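Stably transfected U87-MG human glioma cells carrying a GRP78-based luminescent sensor were seeded at 1000 cells/well, pin-dosed with compounds and incubated 16 h. Luciferase reagent was then added, and end-point luminescence was read after 10 min at room temperature.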
Vif-APOBEC3G blk = qHTS for Inhibitors of Vif-A3G Interactions: qHTS; DNA dC->dU-editing enzyme APOBEC-3G (Homo sapiens), Q9HC16; HeLa A3G-eYFP + Vif (tagged APOBEC3G with the HIV-1 protein that degrades it), YFP fluorescence, overnight; Potency, µM (top dose mostly 46.1 µM), for the others: at the top dose activity, negative = active, usual class: inhibitors; 410,000 compounds, 0.076% hits;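 further: potency means the concentration at half of the fitted maximal effect; on the % scale 0 is the no-effect control and ±100 the full control effect; nearly all actives have a fitted effect of over 60% in size; hits raise eYFP signal because A3G escapes Vif-driven loss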
Target sequence (Q9HC16 whole entry, looked up): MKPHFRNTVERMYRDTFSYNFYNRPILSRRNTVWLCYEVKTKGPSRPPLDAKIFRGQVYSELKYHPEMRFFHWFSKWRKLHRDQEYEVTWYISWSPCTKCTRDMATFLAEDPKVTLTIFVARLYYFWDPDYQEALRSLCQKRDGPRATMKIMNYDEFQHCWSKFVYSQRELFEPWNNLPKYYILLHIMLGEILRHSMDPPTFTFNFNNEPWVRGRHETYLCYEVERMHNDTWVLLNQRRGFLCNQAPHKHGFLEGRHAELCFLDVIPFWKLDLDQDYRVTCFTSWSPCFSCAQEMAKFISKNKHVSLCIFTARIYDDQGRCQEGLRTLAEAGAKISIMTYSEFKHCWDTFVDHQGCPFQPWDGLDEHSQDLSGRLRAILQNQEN
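HeLa cells stably expressing Vif and C-terminally eYFP-tagged A3G, seeded overnight at 37 deg C, then exposed to compound by pintool overnight at 37 deg C. Rise in yellow fluorescence (Ex 488/Em 500-530, Acumen) marks blocked Vif-driven A3G degradation.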
An asterisk follows results filed as active; ? = inconclusive; / = not tested or not shown; [ ] = dose if it differs, or a comment. Unless noted, the call rests on the fitted dose curve; in most records, active means well fitted curve in the direction sought with a large enough effect; inconclusive means small, poorly fitted or top-dose-only effect, or another doubt; inactive means no such curve, though single readings can be large; an effect the other way counts as inactive or inconclusive.

no.	Structure	RGS4 inhibitor	Vif-A3F inh	Glioma ERSR ind	USP1 inh	TrxR1 inh	LDHA block	Vif-APOBEC3G blk	IDH1 R132H inh	TrxR1 substrate
1	Clc1ccc(-n2nnc(-c3ncc[nH]3)n2)cc1Cl	-6%	-3%	1%	-15%	-4%	-7	1%	-8%	-8%
2	Cc1ccccc1OCC(=O)N1N=C(c2cccnc2)CC1(O)C(F)(F)F (stereo not given)	11%	5%	-4%	-4%	?	-1	-5%	1%	-7%
3	O=C(CCCCCC(=O)N(CCO)CCO)N(CCO)CCO	-2%[11.4 µM]	9%	-6%	4%	12%	-11	0%	2%	8%[57.1 µM]
4	Cc1ccc2nc(SCC(=O)N3CCCc4ccccc43)nc(=O)n2c1	8%	0%	-2%	1%	-1%	-5	2%	-3%	-4%
5	Cc1ncccc1C(=O)N1CCCC(CCC(=O)N2CCN(c3ccccn3)CC2)C1 (stereo not given)	0%	-19%	-3%	-16%	30%	-24	1%	-6%	11%
6	CNC(=S)NCc1ccc(Cl)cc1	-20%	1%	0%	-1%	-4%	-4	0%	7%	-9%
7	O=S(=O)(c1cccc(F)c1)N1CCc2sccc2C1c1ccc(OC(F)(F)F)cc1 (stereo not given)	-11%	6%	-3%	-13%	19%[57.1 µM]	4	-2%	5%	-22%[57.1 µM]
8	COc1ccc2cc(C3CC(c4ccco4)=NN3C(=O)CCC(=O)O)c(Cl)nc2c1 (stereo not given)	19%	-1%	2%	-7%	-36%	-11	0%	-8%	-10%
9	COc1ccc(-c2ccccc2C2C3C=CCCC3(C)C(=O)N2Cc2ccccc2)cc1 (stereo not given)	-19%	/	-8%	/	?	/	-8%	/	-6%
10	O=c1c2cc([N+](=O)[O-])ccc2sn1-c1ccccc1	/	?	-4%	1%	/	-15	3%	1%	/
11	COc1cc(OC)cc(-c2c(C#Cc3ccsc3)c3cc(-c4ccc(C(N)=O)cc4)ccc3n2C)c1	-20%	-7%	-2%	-24%	12%	-10	-4%	-28%	20%[57.1 µM]
12	CC(C)c1ccc(Oc2cccc3c2S(=O)(=O)N(C2CCCC2)CC(COCc2ccccc2)O3)cc1 (stereo not given)	-12%	-4%	-6%	-30%	24%	-1	0%	4%[38.3 µM]	4%
13	CC(C(=O)NCCc1ccc(F)cc1)N1CCN(Cc2ccccc2)CC1 (stereo not given)	2%	-2%	-6%	-11%	22%[57.1 µM]	-11	-1%	-3%	9%[57.1 µM]
14	COc1cccc(CNC(=O)CCC2CCCN(C(=O)c3ccc(OC)o3)C2)c1 (stereo not given)	-22%	3%	4%	-15%	?	-1	7%	-3%	-8%
15	COc1cccc(-n2nnc3c(=O)n(CC(=O)Nc4ccc(C)cc4)cnc32)c1	13%	4%	-2%	-20%	3%	3	3%	-1%	6%
16	CCCCOC(=O)CSCC(=O)N1N=C(c2cccs2)CC1c1ccc(F)cc1 (stereo not given)	-10%	3%	-3%	-23%	-22%	-3	1%	-3%	9%
17	O=C(COC(=O)/C=C/c1cccs1)NC(=O)Cc1ccccc1	21%	-5%	-4%	-13%	-13%[57.1 µM]	-3	-7%	-1%	-9%[57.1 µM]
18	O=C(CCCN1C(=O)S/C(=C\C=C\c2ccccc2)C1=O)Nc1ccc(C(=O)O)cc1	?	2%	5%	-19%	?	9	4%	8%	-9%
19	Cc1ccc(C)c(S(=O)(=O)c2c(N)n(/N=C/c3ccco3)c3nc4ccccc4nc23)c1	-11%	3%	-4%	5%	-22%	2	0%	4%	31%[activator]
20	Cn1nccc1C(=O)N/N=C/c1ccccc1[N+](=O)[O-]	15%	7%	-1%	-24%	19%	-6	3%	-7%	-3%
21	Cc1ccc(-n2c(-c3ccco3)nc3c(cnn3-c3ccccc3Cl)c2=O)cc1	-12%	1%	1%	-28%	-22%	-2	-4%	-12%	-14%
22	COc1cccc2cc(-c3nnc(-c4ccc(Cl)cc4)o3)c(=O)oc12	-16%	10%	-1%	-3%	-4%	-4	0%	5%	4%
23	CC(C)CC1C(=O)N(Cc2cn(CCC3OCCCO3)nn2)CCS(=O)(=O)N1Cc1ccc(-c2ccc(F)cc2)cc1 (stereo not given)	/	-14%	-2%	-5%	/	2	-7%	-5%	/
24	CC(NC(=S)NC1CCCCC1)c1ccccc1 (stereo not given)	-25%	0%	-5%	-9%	-2%	0	12%	18%	4%
25	CCN1CCN(c2nc3c(c(=O)[nH]c(=O)n3C)n2Cc2ccccc2)CC1	21%	-6%	-3%	-1%	21%	-7	-1%	2%	0%
26	COc1cccc(CNc2ccc3[nH]c(=O)[nH]c3c2)c1OCc1ccccc1	?	4%	-6%	-21%	0%[57.1 µM]	10	-7%	16%	-6%[57.1 µM]
27	CCOc1cccc(-c2nnc3sc(COc4ccc(C)cc4)nn23)c1	11%	1%	-5%	-11%	14%[57.1 µM]	-9	-1%	-1%	8%[57.1 µM]
28	COc1ccc(/C(C)=N/NC(=O)c2ccc(CSc3cccc4cccnc34)cc2)cc1OC	-22%	10%	3%	?	23%	-1	1%	2%	40%[activator]
29	CCOC(=O)C(C)n1cnc2c(cnn2-c2ccc(Cl)cc2)c1=O (stereo not given)	14%	-9%	4%	1%	-5%	-6	6%	19%	-12%
30	NC(=O)C1CCN(CCCNC2CC(=O)N(Cc3ccc(N4CCCC4=O)cc3)C2=O)CC1 (stereo not given)	1%	-4%	-1%	-13%	-6%[57.1 µM]	-4	0%	-10%	8%[57.1 µM]

Further records follow.
no.	Structure	RGS4 inhibitor	Vif-A3F inh	Glioma ERSR ind	USP1 inh	TrxR1 inh	LDHA block	Vif-APOBEC3G blk	IDH1 R132H inh	TrxR1 substrate
31	O=C1CCc2cc(S(=O)(=O)NC3CCCCC3)cc3c2N1CC3	-6%	-4%	0%	-16%	11%[57.1 µM]	-2	-3%	4%	6%[57.1 µM]
32	COc1ccc(C(CNC(=O)COc2ccccc2C)N2CCCCC2)cc1 (stereo not given)	57%[activator]	-6%	-1%	2%	-28%	1	1%	4%	-15%
33	N#CCOc1ccc(C2=NO[C@@H]3[C@@H]4C[C@@H]([C@H]5C(=O)N(c6ccc7c(c6)OCO7)C(=O)[C@@H]45)[C@H]23)cc1	1%	-16%	3%	-23%	-3%	-2	-12%	-3%	-3%
34	CC(=O)Nc1ccc(NC(=O)c2c(-c3ccccc3)noc2C)cn1	65%[activator]	1%	5%	-4%	15%	-3	-10%	-14%	-2%
35	Cc1cc(C)cc(OCC(=O)OCC(=O)N2CCc3ccccc32)c1	-12%	0%	-1%	-29%	-4%	3	-1%	3%	-9%
36	COc1ccc(/C=C(\C#N)C(=O)Nc2cc(C)c(Cl)cc2OC)cc1O	-10%	0%	-2%	-23%	25%	0	1%	3%	4%
37	Cn1c(=O)cc(NCc2ccccc2)[nH]c1=O	?	-8%	-5%	-14%	4%[57.1 µM]	8	-1%	7%	21%[57.1 µM]
38	O=C(NNC(=S)NC1CCCCC1)c1sc2ccccc2c1Cl	-32%	1%	-1%	0%	-31%	-7	2%	-2%	-15%
39	CN(C)c1ccc(C(CNC(=O)c2ccccc2)c2c[nH]c3ccccc23)cc1 (stereo not given)	33%[11.4 µM]	-15%	13%	-10%	14%	6	-1%	-10%	-5%
40	Cc1cc(OC(=O)c2cccc(Cl)c2)c([N+](=O)[O-])c(=O)[nH]1	6%	-6%	-10%	-7%	21%	-4	-4%	8%	5%
41	O=C(N/N=C/c1ccc2ncccc2c1)c1ccco1	-20%	-1%	-14%	-16%	-5%[57.1 µM]	-9	-1%	6%	-5%[57.1 µM]
42	O=C1N(Cc2cccc(Cl)c2)C[C@@H]2C[C@@H](c3ccc4nonc4c3)N3CCC[C@@]123	-8%	2%	-4%	-18%	?	-2	-1%	14%	-3%
43	N=c1sccn1CC(=O)Nc1ccccc1Sc1ccccc1	-13%	1%	2%	-1%	-6%	-6	1%	4%	-6%
44	CCOc1[nH]c(/N=C/c2ccccc2)c(C#N)c1C#N	-10%	/	-2%	/	-20%	2	0%	/	-4%
45	COC(=O)[C@]1(Cc2ccccc2)N[C@H](CN(C)S(=O)(=O)c2ccc(OC(F)(F)F)cc2)[C@@H]2C(=O)N(Cc3ccccc3)C(=O)[C@@H]21	3%	0%	-4%	-21%	18%	-1	0%	9%	2%

Screening results (PubChem BioAssay)

Not all compounds are listed. The share of hits here may be higher or lower than overall.
